tim23-1 inh: tim23-1 yeast growth inhibition; S. cerevisiae tim23-1 growth, BacTiter-Glo luminescence, 24 h; AID 463212; inhibition, % at 20 µM; actives 1.3% (n = 330,000);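 active means growth inhibition of the mutant yeast at or above 50%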;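 further: temperature-sensitive mutant grown at 25 °C; plate controls were DMSO-treated mutant yeast for no effect and medium wells lacking yeast for full effect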
UPR CHOP act: apoptotic UPR (CHOP) activation. CHO-CHOP luciferase reporter, luminescence; percent of tunicamycin response over DMSO baseline. activation, % at 10 µM. actives 0.34% (n = 330,000);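 active means at 10 µM dose, activation of 40% or more, normalized to positive control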;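 further: 100% = tunicamycin at 10 µg/mL and 0% = DMSO alone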
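System: CHO-CHOP luciferase reporter cell line; amount: 500 cells/well; buffer or medium: F12 medium containing 10% fetal bovine serum; incubation: 6 h compound exposure at 37 °C after overnight seeding; measured by: luciferase luminescence after 10 min with Steady-Glo reagent; evaluation: % reporter activation, DMSO baseline versus tunicamycin full activation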
NLRP3 yeast inh: inhibitors of NALP3 inflammasome in yeast; Yeast reconstituted NLRP3/ASC/caspase-1, beta-gal luminescence, 24 h; inhibition, % at 10 µM; actives 0.39% (n = 330,000); AID 2825;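 active means inhibition of 50% or more; inactive means inhibition below 50%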;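 further: plate controls were induced DMSO wells for no effect and uninduced yeast grown without galactose for full effect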
tim10-1 inh: tim10-1 yeast growth inhibition. S. cerevisiae tim10-1 ts strain growth, BacTiter-Glo, 24 h. inhibition, % at 20 µM. actives 2.2% (n = 330,000). AID 463190;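 active means inhibition of at least 40%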;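 further: mutant grown at 25 °C; 0% = DMSO wells with yeast and 100% = wells holding no yeast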
TIM10 inh: TIM10 yeast growth inhibition. S. cerevisiae TIM10 strain growth, BacTiter-Glo luminescence, 24 h. inhibition, % at 10 µM. actives 1.4% (n = 330,000). AID 463195;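 active means inhibition of 40% or more at the single tested concentration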;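 further: wild-type TIM10 isogenic control strain grown at permissive 25 °C; 0% = DMSO yeast wells and 100% = minimal medium wells without yeast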
NR3A LBD binder: modulates the human NR3A ligand-binding domain | actives 2.5% (n = 340,000) | NR3A LBD differential scanning fluorimetry, Tm shift; 0% = protein alone, 100% = glycine-bound protein | AID 1259313 | Tm shift relative to glycine control, % at 25 µM;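 active means melting temperature shift of at least 10% of the positive control shift, at one fixed dose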
Mdm2-MdmX inh: disrupts the human Mdm2-MdmX interaction; inhibition, % at 8 µM; SaOS-2 split-luciferase Mdm2/MdmX complementation, luminescence; O15151+Q00987; AID 485346; actives 3% (n = 330,000);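 active means inhibition of at least 50% at 8 µM in the primary screen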
APJ agonist: APJ receptor agonism; P35414; CHO-K1 APJ PathHunter beta-arrestin, luminescence; 0% DMSO wells, 100% apelin; activation, % at 20 µM; actives 0.11% (n = 330,000);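 active means activation more than six SD over the plate average, tested at 20 µM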;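 further: 0% = DMSO alone and 100% = apelin-13 at 10 nM; some results filed as inactive read as strong as hits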
Target sequence (P35414 whole entry, looked up): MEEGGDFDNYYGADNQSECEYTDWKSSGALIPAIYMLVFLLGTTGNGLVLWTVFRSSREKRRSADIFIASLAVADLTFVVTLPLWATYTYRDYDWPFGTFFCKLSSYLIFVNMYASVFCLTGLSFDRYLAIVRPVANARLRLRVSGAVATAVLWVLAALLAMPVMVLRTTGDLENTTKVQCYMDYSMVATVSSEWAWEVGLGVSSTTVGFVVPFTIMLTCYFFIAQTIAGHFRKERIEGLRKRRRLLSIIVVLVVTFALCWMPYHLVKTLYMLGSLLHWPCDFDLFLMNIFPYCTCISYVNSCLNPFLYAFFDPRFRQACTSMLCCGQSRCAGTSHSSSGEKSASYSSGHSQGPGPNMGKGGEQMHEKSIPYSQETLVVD
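Test system – PathHunter CHO-K1 APJ (AGTRL-1) beta-arrestin reporter cells · Input – 1000 cells/well · Compound – single test compound dose, 20 µM final, 1% DMSO · Times – compound stimulation 90 min at 25 °C, detection 60 min · Technique – beta-gal luminescence · Read-out basis – APJ–arrestin association signal · Control set – negative DMSO alone, positive Apelin-13 at 10 nM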
XBP1 UPR activ: adaptive UPR (XBP1) activation. CHO-XBP1 luciferase reporter, IRE1-XBP1 UPR activation, luminescence; percent of tunicamycin response, DMSO as zero. activation, % at 20 µM. actives 0.33% (n = 330,000);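 active means versus positive control, 20 µM dose yields 30% or more activation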;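 further: 100% = tunicamycin at 10 µg/mL and 0% = DMSO only wells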
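Assay system: CHO-XBP1 luciferase reporter cells; Schedule: 6 h treatment, 37 °C; Detection: glow luminescence from Steady-Glo reagent; Benchmarks: high control tunicamycin 10 µg/mL final, low control DMSO vehicle only.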
The depositor's hits bear a star; · = no result given.

SMILES	tim23-1 inh	UPR CHOP act	NLRP3 yeast inh	tim10-1 inh	TIM10 inh	NR3A LBD binder	Mdm2-MdmX inh	APJ agonist	XBP1 UPR activ
O=C(c1ccc(Cl)cc1)c1c[nH]c(C(=O)C(Cl)(Cl)Cl)c1	0.2	2.7	-3.4	-10.1	-32.0	·	28.7	-4.3	-2.1
Cc1ccc(F)cc1NC(=O)CSc1nc(Nc2ccccc2)nc(N2CCOCC2)n1	3.7	2.7	14.4	-2.6	1.1	0.4	74.3*	11.1	-1.1
C/C(CC(=O)Nc1ccc(N(C)C)cc1)=N\NC(=O)c1ccc(Cl)cc1	10.9	-0.1	7.0	21.7	-13.0	0.0	14.0	-4.1	-5.7
CN(C(=O)Cc1noc2ccccc12)c1ccccc1	13.7	-1.2	-0.8	5.2	8.5	11.9*	-0.9	0.4	0.1
CC(=O)N1Cc2ccccc2CC1C(=O)NCc1ccccc1F (stereo not drawn)	1.6	-0.2	9.2	-18.9	5.7	2.5	27.7	-2.2	-5.1
COc1ccc(C(=O)NCC(=O)OCC(=O)N2CC(C)OC(C)C2)cc1OC (stereo not drawn)	1.6	-2.4	2.7	-0.8	6.7	0.7	11.2	1.9	-0.8
CN1C(c2ccc(F)cc2)=CS/C1=C(/C#N)c1nnc(N2CCOCC2)n1-c1ccccc1	12.4	0.9	-11.3	5.9	8.4	-1.0	-6.2	-1.7	-1.3
COc1ccc(C(=O)Oc2cccnc2)cc1	12.6	2.7	14.6	3.5	1.5	-1.4	5.1	-2.3	2.7
OCCN(Cc1ccccc1)CC1CCCCC1	-4.5	2.1	10.6	6.0	-5.8	-2.5	-12.8	-4.1	-1.8
CCOC(=O)c1sc2nc(CC(=O)OC)nc(N3CCN(c4ccccn4)CC3)c2c1C	31.3	-1.9	3.4	5.1	28.6	0.3	2.4	4.5	1.2
O=[n+]1cc(-c2ccccc2)n([O-])c2c1CCCCC2	11.5	-0.2	18.7	3.4	-8.0	0.3	-3.1	6.4	-0.8
C/C(=N\NC(=O)c1ccc(F)cc1)c1cccc(NC(=O)c2ccco2)c1	32.0	2.4	5.5	28.9	16.0	-0.1	24.0	2.3	2.1
Cc1cc(-c2nnc(SCC(=O)Nc3ccccc3Cl)n2C)no1	-2.9	2.8	-7.6	1.5	4.9	-0.3	-1.3	-0.1	-1.9
CC1=C(C(=O)OC(C)C)C(c2ccc(C)o2)C(C(=O)OC(C)C)=C(C)N1	19.8	0.5	17.4	15.3	18.1	-0.3	-17.2	-1.3	-3.6
COc1ccc(-c2cc(-c3ccc(OC)cc3)c(C#N)c(SC)n2)cc1	6.4	0.3	2.5	12.7	6.7	1.5	31.6	0.3	-1.9
CCCCN1C(=O)C(O)(CC(=O)c2ccccn2)c2ccccc21 (stereo not drawn)	12.7	0.3	-4.4	17.0	15.1	-0.4	16.4	0.5	-1.4
CN1CCN(C(=O)/C(=C/c2cn(S(=O)(=O)N(C)C)c3ccccc23)NC(=O)c2ccccc2F)CC1	6.2	3.9	10.7	20.8	-5.3	0.7	5.2	-4.1	-3.7
COc1ccc(Cl)c2sc(N(Cc3cccnc3)C(C)=O)nc12	14.6	-0.2	13.5	35.5	12.0	-7.6	34.3	-1.9	-1.3
COc1cc(OC)cc(C(=O)Nc2ccc(S(=O)(=O)Nc3nc(C)cc(C)n3)cc2)c1	17.0	2.4	2.4	5.0	2.6	3.3	20.0	-3.2	-4.1
CC1CCCCN1C(=O)CCS(=O)(=O)c1cccc2nonc12 (stereo not drawn)	-3.4	-0.3	1.1	23.6	-12.2	1.2	-0.9	0.4	-2.5
CCOC(=O)CC(=O)CSc1ccc2nnc(-c3ccc(C)cc3)n2n1	25.9	-1.0	13.7	23.6	23.8	-0.1	-13.8	-4.0	-0.7
CCOC(=O)N1CCC(NC(=O)CC2C(=O)NCCN2Cc2ccc(C)cc2)CC1 (stereo not drawn)	6.2	1.0	12.4	10.7	5.2	1.8	7.4	6.2	-0.9
CCCc1nc2oc3c(OC)ncnc3c2c2c1COC(C)(C)C2	18.6	0.7	10.7	19.9	15.8	0.3	32.0	-4.9	1.1
CC12CCC(=O)N1C(C(=O)OCC(=O)Nc1sccc1C#N)CS2 (stereo not drawn)	19.1	0.1	10.4	9.7	0.4	-0.8	-24.1	7.5	-0.5
CCCc1cc(=O)[nH]c(SCC(=O)Nc2ncc(S(=O)(=O)c3ccc([N+](=O)[O-])cc3)s2)n1	-14.4	0.8	2.0	0.1	-20.3	-0.8	-7.7	-0.5	-0.3

Next entries
SMILES	tim23-1 inh	UPR CHOP act	NLRP3 yeast inh	tim10-1 inh	TIM10 inh	NR3A LBD binder	Mdm2-MdmX inh	APJ agonist	XBP1 UPR activ
Cn1c(SCC(=O)N2CCCC2=O)nc2ccccc21	-2.5	-0.7	8.4	2.1	-13.9	2.9	14.3	-1.2	1.6
Cc1cccc(-c2noc(-c3ccc(F)cc3)n2)c1	14.2	1.4	-7.9	19.9	7.6	-1.9	-49.9	-3.4	1.4
Cc1nc(N)sc1-c1nnc(SCC(=O)Nc2ccccc2C(F)(F)F)n1C	3.3	-0.1	7.0	6.7	5.4	-2.1	6.6	-4.6	0.3
COc1ccc(NC(=O)CCC2COc3ccccc3O2)c(OC)c1 (stereo not drawn)	32.5	-0.8	7.1	14.0	5.5	1.8	12.6	-1.2	4.9
C/C(=C\c1cc(C(=O)O)c(C)o1)CO	2.3	3.2	3.5	8.6	9.6	1.2	15.8	-0.8	-1.9
COc1cccc(-c2nc3n(n2)C(c2ccc4c(c2)OCO4)C(C(N)=O)=C(C)N3)c1 (stereo not drawn)	-14.0	-4.1	8.1	2.6	14.6	-0.8	11.8	-1.5	1.5
CCOc1ccc2nc(SCC(=O)N3c4ccccc4Sc4ccccc43)c(C#N)cc2c1	4.6	1.9	11.5	18.7	22.9	-1.5	17.9	-3.8	-0.3
Cc1ccc(N/C=C(\C2OC(=O)c3ccccc32)[N+](=O)[O-])c(C)c1 (stereo not drawn)	30.2	0.4	-1.8	18.6	27.7	-8.5	9.2	-2.0	-4.4
CCC1(CC)C(=O)C2=C3C1[C@H](C(=O)OC)CC(C(=O)OC)C[C@H]3n1c(=O)n(C)c(=O)n1[C@H]2C (stereo partly drawn)	16.4	-2.2	19.0	4.4	-4.0	0.1	4.1	2.0	0.8
Cc1ccc(CNC(=O)c2ccccc2SCC(=O)NCC2CCCCC2)cc1	9.2	0.2	0.7	17.8	28.1	-0.4	23.1	0.0	-1.6
CC1CCN(c2nc3c(c(=O)n(C)c(=O)n3C)n2Cc2ccccc2)CC1	32.3	0.0	29.4	-16.6	16.3	-0.7	15.0	-0.3	-0.4
CNC(=O)COC(=O)c1ccc(OCC(=O)Nc2ccccc2OC)c(OC)c1	6.4	2.0	-4.9	19.3	13.0	-0.5	7.7	-1.3	0.2
CN(C)S(=O)(=O)N1CCN(c2cc(Cl)ccc2Cl)CC1	28.4	-0.9	14.0	43.2*	-12.8	-10.5	-9.9	-1.3	0.1
Cc1ccc(C)c(N2CCN(S(=O)(=O)c3ccc4[nH]c(=O)ccc4c3)CC2)c1	3.7	0.2	4.5	3.8	4.5	-3.6	22.7	-4.1	4.0
COc1ccc(CCNC(=O)c2cccc([N+](=O)[O-])c2)cc1OC	-4.2	-1.5	12.2	-6.4	-2.0	2.4	-0.5	-1.9	-2.7
Cc1ccc2c(Cl)c(C(=O)Nc3ccc4c(c3)OCO4)sc2c1	7.3	6.2	10.4	11.4	-6.0	-0.1	-29.6	1.6	2.5
O=C(NCc1ccncc1)Nc1ccc(F)cc1	17.9	-0.9	6.7	-2.2	-5.1	3.6	-10.8	-4.0	-0.2
O=C(NC1CCCC1)C1C2C=CC(C2)C1C(=O)N1CCOCC1 (stereo not drawn)	0.3	0.6	16.2	7.4	-26.4	-0.7	-1.0	0.4	-1.7
COc1ccc(Cl)cc1NC(=O)NNC(=O)c1ccccn1	19.7	1.4	1.9	17.6	0.0	77.3*	21.8	4.2	-2.0
O=C(O)c1cccc(CSc2nnc(COc3ccccc3)o2)c1	-11.8	-2.4	10.7	-11.9	0.5	11.4*	16.9	-1.9	-4.7
Cc1nn(CC(=O)NCCCN2CCCCC2C)c(=O)c2cccn12 (stereo not drawn)	4.2	3.9	6.0	12.9	0.8	0.7	-16.5	-1.9	-1.8
COc1ccc(NC(=S)NCCN2CCOCC2)c(OC)c1	5.2	-2.2	13.4	10.0	-16.8	-2.3	1.7	-0.1	-1.4
O=C(NCCN1CCOCC1)c1cc(Sc2ccccc2Cl)nc2ccccc12	8.6	1.6	5.0	6.7	8.7	·	-2.4	-1.9	0.2
COc1ccc(/C=C(\NC(=O)c2ccc(C)cc2)C(=O)Nc2c(C)n(C)n(-c3ccccc3)c2=O)cc1	-6.3	-1.1	-5.6	2.0	16.9	-1.7	15.3	0.0	-0.3
CC(=O)Nc1ccc(S(=O)(=O)NCC(=O)OCC(=O)Nc2sccc2C(N)=O)cc1	7.9	0.1	14.1	16.7	1.5	-8.6	-43.4	-1.7	1.6

Additional records
SMILES	tim23-1 inh	UPR CHOP act	NLRP3 yeast inh	tim10-1 inh	TIM10 inh	NR3A LBD binder	Mdm2-MdmX inh	APJ agonist	XBP1 UPR activ
O=c1[nH]c2ccccc2cc1-c1nnn(-c2ccc(Cl)c(Cl)c2)n1	20.8	0.3	3.5	10.6	4.8	0.5	-1.6	-1.6	0.0
Cc1ccc(NC(=S)NC2CC3CCC(C2)N3Cc2ccco2)c(C)c1 (stereo not drawn)	-4.9	-1.5	9.7	-15.4	-4.5	-2.6	23.4	2.8	-2.9
COc1c(C)cc(S(=O)(=O)NCCN2CCOCC2)c(C)c1C	7.4	0.5	5.7	2.4	-4.3	-1.5	22.6	-1.8	-1.9
CSC1=C(C#N)C(CC(C)C)C2=C(CCCC2=O)N1 (stereo not drawn)	-17.1	-0.1	10.2	-17.3	-6.1	3.8	4.1	-1.6	0.4
CCCCCCNC(=O)c1cc(-c2ccco2)nc2ccccc12	14.1	1.3	6.1	39.9	11.5	-3.6	9.0	-11.0	-2.2
Cn1c(=O)c2c(nc(NCc3ccco3)n2C/C=C/c2ccccc2)n(C)c1=O	4.8	0.1	11.7	25.1	18.6	0.6	50.9*	0.1	-7.2
CCNC(=O)COC(=O)/C=C/c1ccccc1[N+](=O)[O-]	13.0	0.1	-5.2	0.7	12.1	0.9	5.6	1.3	0.0
